TDP2 absorb: human TDP2 enzyme inhibitors, primary screen, biochemical, epi absorbance, recombinant enzyme; T5PNP hydrolysis, p-nitrophenol absorbance 415 nm; Tyrosyl-DNA phosphodiesterase 2 (Homo sapiens), O95551; 370,000 tested, 0.34% active; AID 720702, 2013; inhibition, % at 12.8 µM;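 active = inhibition above the mean of all tested compounds plus 3 SD, set per campaign, cut at about 25% in these data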;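 note: 0% = DMSO with enzyme and 100% = buffer with substrate but no TDP2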
Target sequence (O95551 whole entry, looked up): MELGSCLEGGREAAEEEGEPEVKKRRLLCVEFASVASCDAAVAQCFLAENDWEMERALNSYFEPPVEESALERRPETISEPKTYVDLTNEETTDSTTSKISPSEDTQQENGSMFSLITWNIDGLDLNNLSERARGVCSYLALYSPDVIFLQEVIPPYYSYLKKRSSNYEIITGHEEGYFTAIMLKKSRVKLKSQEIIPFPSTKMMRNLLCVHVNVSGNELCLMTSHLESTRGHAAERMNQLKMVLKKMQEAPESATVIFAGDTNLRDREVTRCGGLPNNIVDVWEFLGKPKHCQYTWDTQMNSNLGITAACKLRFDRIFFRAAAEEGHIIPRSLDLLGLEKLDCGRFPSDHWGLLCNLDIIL
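Assay system: Recombinant human TDP2 | Quantity: 120 nM TDP2 per well | Incubation: 2 h at 37 °C | Signal: Epi absorbance | Evaluation: Percent inhibition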
DDE Tn7 FP inh: inhibitors of Tn7 peptide binding to fibrin DD(E), primary screen, biochemical, fluorescence polarization, human fibrin, Tn7 probe; Fibrinogen beta chain (Homo sapiens), P02675; FP displacement of FITC-Tn7 peptide from fibrin DD(E); 0% = median of compound wells per plate; inhibition, % at 8.3 µM; 370,000 tested, 0.13% active; AID 720508, 2013;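 active = inhibition above the mean of compounds falling within the control limits plus 3 SD of them, cut at about 14% in these data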;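 note: 0% = plate median of compound wells and 100% = 10 µM Aha-Tn7 peptide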
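Measure: % inhibition scaled between sample-field median and high-control FP; Test system: human fibrin DD(E); Quantity: 2 µM final DD(E) protein; Doses: one dose, 8.3 µM nominal; Schedule: compound with protein 10 min, then 3 h after probe, room temperature; Detection: fluorescence polarization; Medium: Tris buffer with calcium and detergent, pH 7.8.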
DDE Tn6 FP inh: inhibitors of Tn6 peptide binding to fibrin DD(E), primary screen, biochemical, fluorescence polarization, human fibrin, Tn6 probe; inhibition, % at 8.3 µM; Fibrin DD(E) TRITC-Tn6 fluorescence polarization displacement; 370,000 tested, 0.21% active; Fibrinogen beta chain (Homo sapiens), P02675;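 active = inhibition above a per-campaign cutoff: mean of compounds within control limits plus 3 SD, cut at about 15% in these data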;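 note: 0% = median of all compound wells on the plate and 100% = blocking peptide control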
ADAM10 inh: human ADAM10 inhibitors, primary screen, biochemical, QFRET, HTS. Disintegrin and metalloproteinase domain-containing protein 10 (Homo sapiens), O14672. recombinant ADAM10, EDANS/DABCYL FRET peptide cleavage, 3 h. inhibition, % at 7 µM. 370,000 tested, 0.62% active. AID 720582, 2013;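 active = inhibition above a per-campaign cutoff equal to the mean of compounds falling between control-based bounds plus 3 SD, cut at about 20% in these data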;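 note: 0% = DMSO wells while the 100% control is not disclosed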
LEDGF integ inh: blockers of LEDGF/p75-dependent integrase strand transfer – biochemical, TR-FRET, high throughput, primary screen; HIV-1 integrase (with human LEDGF/p75); TR-FRET IN-LEDGF/p75 DNA integration, Eu/Cy5; inhibition, % at 3.7 µM; 370,000 tested, 0.64% active;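 active = inhibition above the screen-wide mean plus 3 SD, cut at about 13% in these data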;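 note: signal is the Cy5 over europium emission ratio at 671 and 618 nm; 0% = plate median of compound wells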
PLCg1 inh: PLC-gamma1 enzyme inhibitors, primary screen, biochemical, fluorescence, purified enzyme | inhibition, % at 12.2 µM | 1-phosphatidylinositol 4,5-bisphosphate phosphodiesterase gamma-1 (Homo sapiens), P19174 | 370,000 tested, 0.84% active | fluorogenic substrate; in the data active = inhibition above about 9.5%
proKLK7 act: proKLK7 zymogen activators, primary screen, biochemical, fluorescence intensity | Kallikrein-7 (Homo sapiens), P49862 | purified proKLK7, EDANS-DABCYL substrate fluorescence; 100% is mature enzyme control, 0% vehicle | activation, % at 7 µM | 370,000 tested, 0.9% active | AID 652039, 2013;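 active = activation above the mean of all tested compounds plus 3 SD, computed per campaign excluding outliers beyond control limits, cut at about 13% in these data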
ARFGAP1 inhibitor: inhibitors of rat ARFGAP1 GAP activity, primary screen, biochemical, fluorescence polarization, GDP tracer; ADP-ribosylation factor GTPase-activating protein 1 (Rattus norvegicus), Q62848; Arfgap1-stimulated ARF1 GTP hydrolysis, GDP FP detection; inhibition, % at 16.5 µM; 360,000 tested, 0.26% active;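 active = inhibition above a per-plate limit, mean inhibition of low control wells plus 3 SD, cut at about 25% in these data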;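 note: 0% = DMSO wells with enzyme and 100% = wells lacking Arfgap1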
Target sequence (Q62848 1-136 limits assumed): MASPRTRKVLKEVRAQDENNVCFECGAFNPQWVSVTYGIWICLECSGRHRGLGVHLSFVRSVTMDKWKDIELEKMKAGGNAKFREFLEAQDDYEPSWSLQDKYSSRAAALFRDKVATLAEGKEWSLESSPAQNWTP
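system = rat Arfgap1 catalytic domain, aa 1-136 | technique = FP, GDP Alexa 633 tracer displaced from anti-GDP antibody, 620/688 nm | compound = one concentration, 16.5 µM, DMSO 1.26% | medium = HEPES-based buffer, pH 7.5 | timing = compound-enzyme preincubation 20 min, reaction 120 min, detection 60 min, 25 °C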
ASAP1 GAP inh: inhibitors of human ASAP1 ArfGAP activity, primary screen, biochemical, fluorescence polarization | Arf-GAP with SH3 domain, ANK repeat and PH domain-containing protein 1 (Homo sapiens), … | ASAP1-stimulated ARF1 GTP hydrolysis, GDP FP detection | inhibition, % at 16.5 µM | 360,000 tested, 0.19% active | AID 624377, 2012; in the data active = inhibition above about 25%;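 note: 0% = vehicle with enzyme and substrate and 100% = no enzyme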
Target sequence (Q9ULH1 325-724 limits assumed): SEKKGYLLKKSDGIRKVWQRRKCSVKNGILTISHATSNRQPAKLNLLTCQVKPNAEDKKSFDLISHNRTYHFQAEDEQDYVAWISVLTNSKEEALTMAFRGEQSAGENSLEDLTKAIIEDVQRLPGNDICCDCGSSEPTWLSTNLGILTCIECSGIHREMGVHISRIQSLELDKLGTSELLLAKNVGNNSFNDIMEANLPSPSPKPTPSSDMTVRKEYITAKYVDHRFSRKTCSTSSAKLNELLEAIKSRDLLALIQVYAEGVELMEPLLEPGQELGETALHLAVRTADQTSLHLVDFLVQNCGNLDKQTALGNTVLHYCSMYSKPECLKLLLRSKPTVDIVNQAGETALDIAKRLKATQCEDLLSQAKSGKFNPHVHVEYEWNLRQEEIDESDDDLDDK
ADAM17 inh: ADAM17 inhibitors, primary screen, biochemical, QFRET. Disintegrin and metalloproteinase domain-containing protein 17 (Homo sapiens), P78536. recombinant ADAM17, EDANS/DABCYL FRET peptide cleavage. inhibition, % at 6.95 µM. 370,000 tested, 0.83% active. AID 720648, 2013;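 active = inhibition above the mean of compounds lying between control limits plus 3 SD, set per campaign, cut at about 8.5% in these data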;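 note: 0% = DMSO-only wells as the low control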
* = called active by the depositor; nt = not tested or not shown.

no. | TDP2 absorb | DDE Tn7 FP inh | DDE Tn6 FP inh | ADAM10 inh | LEDGF integ inh | PLCg1 inh | proKLK7 act | ARFGAP1 inhibitor | compound | ASAP1 GAP inh | ADAM17 inh
1 | -4 | 0 | 4 | -21 | -1 | -50 | 0.6 | -6 | CCCn1cnc2cc(NCc3cccc(OC)c3)ccc21 | 3 | -7
2 | 0 | -2 | -3 | 12 | -3 | 3 | 0.0 | nt | CC(C)(C)OC(=O)NCCc1ccccc1/C=C/S(=O)(=O)NCc1ccccc1 | nt | -2
3 | -9 | 5 | -4 | -3 | -3 | -3 | -0.2 | 2 | CN(CC(=O)Nc1ccc(F)cc1)C(=O)CNC(=O)C1CCCCC1 | -1 | -4
4 | 4 | 0 | -1 | 2 | 1 | 2 | 0.5 | 4 | Cc1ccc(N2C(=O)CSC2c2cccs2)cc1 (configuration not stated) | 8 | -1
5 | -5 | -6 | -1 | 0 | -1 | -55 | 0.7 | -4 | Cc1cc(-c2cccs2)c2c(N)c(C(=O)c3ccc4c(c3)OCO4)sc2n1 | 21 | 0
6 | 0 | -12 | 0 | -5 | 0 | 3 | 0.1 | 8 | Cc1ccn(CC(=O)N2CCCC(N3CCN(c4cccc(C(F)(F)F)c4)CC3)C2)n1 (configuration not stated) | 2 | -2
7 | -10 | 5 | -1 | -5 | -6 | 3 | 0.5 | 15 | COc1ccc2[nH]cc(C(O)CN3CCC(C(N)=O)CC3)c2c1 (configuration not stated) | -1 | -1
8 | -8 | -8 | -5 | 11 | 6 | 3 | -0.1 | nt | Cc1ccc(C(=O)NC2CCCCN(Cc3cccc(F)c3)C2=O)cc1 (configuration not stated) | nt | 1
9 | -19 | -8 | 0 | 15 | -69 | 3 | 0.2 | 10 | O=[N+]([O-])c1ccc(O)c(/C=N/n2cnnc2)c1 | -10 | 9.2*
10 | 52* | -1 | 3 | -126 | 21* | -142 | 1.7 | -13 | Cc1ccc(C)c(-n2c3nc(=O)[nH]c(=O)c-3cc3cc([N+](=O)[O-])ccc32)c1 | 6 | -38
11 | 1 | 2 | 3 | -5 | 0 | 1 | 0.7 | -3 | O=C(NCC(=O)N(Cc1cccs1)C(C(=O)NC1CCCCC1)c1cccnc1)c1ccco1 (configuration not stated) | -1 | -4
12 | -9 | -2 | -1 | -1 | 0 | 0 | 0.4 | 2 | O=C1NC[C@H](CCCCN2CCN(CC3CCCCC3)C(=O)C2=O)N(CCC2CCCCC2)C1=O | 7 | -3
13 | 7 | -5 | 4 | -7 | 1 | 4 | -0.4 | 11 | FC(F)(F)c1cccc(N2CCN(Cc3cccnc3)CC2)c1 | -8 | -2
14 | 5 | -4 | -2 | -8 | 1 | -3 | -0.6 | 4 | O=c1cc(CSc2ccc(S(=O)(=O)N3CCCCC3)cn2)nc2sccn12 | 20 | -4
15 | 3 | -10 | 8 | -3 | 1 | 1 | -0.5 | 1 | CSc1nc(=O)n(CCC#N)nc1SC | 18 | 5
16 | -4 | 5 | -4 | -14 | -1 | 2 | 0.6 | -1 | COc1cccc(CNC(=O)[C@@H]2CCCN2C(=O)[C@@H]2CCCN2C(=O)c2c(F)cccc2F)c1 | 17 | -7
17 | 6 | -7 | 4 | 0 | -1 | 0 | -0.3 | -3 | CCCCNC(=O)CN1C(=O)NC2(CCCc3ccccc32)C1=O (configuration not stated) | 0 | -2
18 | 3 | -2 | 4 | 5 | -1 | 2 | -0.1 | 10 | CCOc1ccc(NS(=O)(=O)c2ccc(C(=O)N3CCCCCC3)cc2)cc1 | 2 | -3
19 | 15 | 3 | -1 | -1 | -2 | 1 | 0.2 | 0 | COc1c(C)cc(C(=O)C2CCCN(C(=O)c3ccoc3)C2)cc1C (configuration not stated) | -12 | -3
20 | 4 | 5 | -1 | 1 | 1 | -1 | 0.0 | -5 | Cc1ccc(SCC(=O)NC(=O)c2ccc(S(=O)(=O)N(C)C)cc2)cc1C | 6 | 2
21 | 9 | -5 | -7 | -2 | 2 | 3 | 0.5 | 18 | COc1ccc(-c2nc3ccccc3c(=O)n2CC(C)C)cc1 | 1 | -3
22 | 3 | 2 | 5 | -6 | 0 | 1 | -0.4 | -8 | COc1ccc(CN2CCN(CCc3ccccc3)C(CCO)C2)cc1Cn1cncn1 (configuration not stated) | -6 | 0
23 | -2 | 6 | 3 | 4 | -1 | 1 | 0.3 | -10 | O=S1(=O)c2c(F)cccc2OC(COCc2ccccc2)CN1C1CCCC1 (configuration not stated) | -10 | 3
24 | -4 | 1 | -3 | 16 | -2 | 1 | 0.0 | 9 | CC(C)c1cccc(C(C)C)c1OCCCCN1CCCC1 | -3 | 0
25 | -1 | -3 | -7 | -12 | 10 | -8 | 0.2 | -2 | O=C(/C=C/c1ccco1)N1CCN(S(=O)(=O)c2ccccc2)CC1 | -3 | -3
26 | -2 | -4 | 2 | 9 | 4 | 2 | -0.2 | 7 | N/N=C(\c1ccccc1)c1cc(Br)ccc1N | 11 | 1
27 | 2 | 0 | -4 | 6 | 5 | -1 | -0.1 | 3 | O=C(Nc1ccc(Cl)cn1)c1ccccc1-c1ccccc1 | -5 | -1
28 | -14 | -2 | 1 | 7 | 0 | 2 | 0.4 | 4 | Cc1ccc(S(=O)(=O)N2CC(=O)NC(=O)C2)cc1 | -4 | -2
29 | 6 | 0 | 2 | 10 | 1 | 5 | -0.1 | -16 | O=C(COC(=O)c1cc([N+](=O)[O-])ccc1NCCO)c1ccccc1 | -9 | 6
30 | 10 | 0 | -2 | 5 | -2 | 3 | -0.1 | 4 | CC(NC(=O)CCl)c1ccccc1Br (configuration not stated) | 1 | 1
31 | 4 | 0 | -2 | -2 | 2 | -2 | -0.3 | -16 | Cc1cc(NC(=O)CCCC(=O)Nc2ccc(F)cc2)no1 | -3 | -1
32 | 10 | 2 | -9 | -164 | 0 | -11 | -0.3 | 13 | Fc1cc(F)c2nc(Nc3nc4cc5c(cc4s3)OCO5)sc2c1 | 10 | -48
33 | -1 | 8 | -4 | -9 | -5 | -3 | 0.5 | -1 | COc1ccc(C(=O)N2CCN(c3ccc(C(C)=O)cc3F)CC2)cc1S(=O)(=O)NC1CC1 | 0 | -6
34 | -8 | -7 | 3 | 13 | 12 | 2 | 0.2 | 9 | CC(=O)O[C@@H]1C=C[C@@H](C#Cc2ccc(C(C)(C)C)cc2)O[C@@H]1COC(=O)Nc1ccccc1 | -1 | 13*
35 | 3 | 8 | 6 | 0 | -2 | -2 | 0.4 | 7 | CC(C)[C@@H]1N[C@]2(C(=O)Nc3ccccc32)[C@@H]2C(=O)N(c3cccc(C(F)(F)F)c3)C(=O)[C@@H]21 | 14 | -3
36 | -9 | 0 | 8 | -12 | 0 | 0 | 0.6 | -6 | O=C(COC(=O)CCc1nc2ccccc2c(=O)[nH]1)NC(=O)NC1CCCC1 | 4 | 1
37 | -8 | 0 | -1 | 2 | -3 | 0 | 0.9 | 0 | COc1ccc(C(=S)N2CCN(c3cccc(Cl)c3)CC2)c(OC)c1 | 1 | 0
38 | 4 | 2 | 3 | -8 | -6 | -3 | 0.5 | -3 | Cc1c(CNCCc2ccc(Cl)cc2)c(C(=O)O)c(C)n1Cc1ccccc1 | 1 | -4
39 | -2 | -1 | -1 | -11 | 0 | 1 | -0.3 | -7 | NCCCC[C@H]1CNC(=S)N1CC1CCCCC1 | 10 | -5
40 | 10 | 6 | -8 | -3 | 5 | -12 | -11 | nt | O=C(Nc1nc(Cc2ccccc2)c(Cc2ccccc2)n1Cc1ccccc1)c1ccccc1 | nt | 2
41 | -7 | -6 | 6 | -40 | 0 | -7 | 1.3 | -4 | COC(=O)c1ccc(-c2nc(CN3CCN(Cc4cccc(C)c4)CC3)c(C)o2)cc1 | 9 | -12
42 | 2 | 0 | 1 | 5 | -1 | -1 | 0.3 | 14 | Cc1cccc(NC(=O)CNC(=O)c2ccccc2Cl)n1 | 12 | -1
43 | -12 | -5 | -5 | 7 | 1 | -10 | -0.2 | 15 | N#Cc1ccsc1NC(=O)CN1CCN(S(=O)(=O)c2ccc3ccccc3c2)CC1 | 13 | 4
44 | 4 | 1 | -2 | -29 | -1 | -28 | 2.0 | 5 | COc1ccc(S(=O)(=O)N(C)[C@H]2C[C@H]3c4cc(N5CCN(C)CC5)ccc4CCN3C(=O)[C@H]2[C@H](C)O)cc1 | -2 | -4
45 | 12 | -3 | -3 | 1 | 0 | 2 | -0.2 | 9 | COc1ccc(-c2nc(CS(=O)CC(=O)NCCN3CCCCC3C)c(C)o2)cc1OC (configuration not stated) | 8 | -4
46 | -6 | -7 | 4 | -4 | 1 | 1 | 0.2 | 4 | COC(=O)[C@]12C[C@H](CC(=O)NCC34CC5CC(CC(C5)C3)C4)C(=O)N(CCC3=CCCCC3)C1=C[C@H](C(C)(C)C)O[C@@H]2C | 2 | -2
47 | 4 | -5 | 6 | 9 | 1 | 7 | -0.7 | -2 | COC(=O)c1ccccc1NC(=O)c1ccnn1C | -4 | 2

Source: PubChem BioAssay
